POLH inh – DNA polymerase eta (human) inhibition; recombinant Pol eta, fluorescent DNA replication assay; Potency, µM (doses to about 114 µM), for the others: top-dose activity change, negative = inhibition, usual class: inhibitors; Q9Y253; hit rate 1.2% among 390,000; note: potency is the fitted concentration of half-maximal effect; % is set by controls: 0 for no effect and ±100 for the full control effect
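Fluorescent replication assay: 50 nM final substrate added after a 15 min room-temperature compound preincubation with 10 nM enzyme. Signal taken at 0 min and again at 10 min.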
HP1b chromo inh – HP1-beta chromodomain-methylated histone interaction inhibition. P83916. AlphaScreen HP1-beta / biotin-H3K9me3 peptide binding. Potency, µM (highest dose often 114 µM), for the others: top-dose activity change, negative = inhibition, hits mostly inhibitors. hit rate 0.56% among 390,000. AID 540317; note: potency is the fitted concentration of half-maximal effect; nearly all actives have a fitted effect of over 70% in size; inactives centre near 23
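Compound inhibition of the preformed complex between 50 nM HP1-beta and 50 nM biotinylated H3K9me3 peptide was read by AlphaScreen. Buffer was PBS pH 7.4 with 0.01% Tween-20. Incubations ran 30 min at room temperature, with 10 ug/mL donor/acceptor beads.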
PGK inhibitor – T. brucei PGK inhibition; Potency, µM (titrated, usually from 57.5 µM), for inactives: top-dose activity change, negative = inhibition, hits mostly inhibitors; P07378; hit rate 0.043% among 380,000; PGK/GAPDH coupled, Kinase-Glo luminescence, 60 min; AID 602233; note: potency is the fitted concentration of half-maximal effect; % is set by controls: 0 for no effect and ±100 for the full control effect; nearly all actives have a fitted effect of over 60% in size
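Recombinant glycosomal PGK reaction used 1,3-bisphosphoglycerate generated in-well by GAPDH (100nM final) in 100mM TEA pH 7.6, 5mM MgCl2, 0.01% Tween-20. After 60 minutes at room temperature, ATP was read by Kinase-Glo Plus luminescence end-point.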
GLS inh – glutaminase GLS (human) inhibition; hit rate 0.21% among 410,000; Potency, µM (doses to about 45.5 µM), for the others: at the top dose activity change, negative = inhibition, usual class: inhibitors; GLS enzymatic activity, qHTS titration; note: potency is the fitted concentration of half-maximal effect; % is set by controls: 0 for no effect and ±100 for the full control effect
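Enzyme dispensed in phosphate buffer (45 mM, pH 8.2, 0.02% Tween-20), compounds pinned in, then 1 mM L-glutamine solution and the glutamate oxidase–HRP–Amplex Red mix added; fluorescence read immediately and again after 30 min at room temperature.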
BAZ2B block – BAZ2B (human) inhibition; AlphaScreen BAZ2B-H3K14Ac peptide displacement; Potency, µM (series often up to 114 µM), for the others: at the highest dose activity change, negative = inhibition, most hits filed as inhibitors; hit rate 4.4% among 360,000; AID 504333; note: potency is the fitted concentration of half-maximal effect; % is set by controls: 0 for no effect and ±100 for the full control effect; nearly all actives have a fitted effect of over 60% in size
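BAZ2B 50 nM plus b-H3(5-23)K14Ac 50 nM, PBS pH 7.4/0.01% Tween-20, 30 min RT; compound added (max 110 uM), 30 min RT; streptavidin donor/Ni-chelate acceptor beads 10 ug/mL final, 20 min dark; AlphaScreen read.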
G9a block – G9a (human) methyltransferase inhibition | Potency, µM (series often up to 102 µM), for the others: at the highest dose activity, negative = inhibition, most hits filed as inhibitors | AID 504332 | Q96KQ7 | G9a H3K9 monomethylation, AlphaScreen, 2 h | hit rate 8.8% among 350,000; note: potency is the fitted concentration of half-maximal effect; % is set by controls: 0 for no effect and ±100 for the full control effect; nearly all actives have a fitted effect of over 75% in size
Target sequence (Q96KQ7 913-1193 limits assumed): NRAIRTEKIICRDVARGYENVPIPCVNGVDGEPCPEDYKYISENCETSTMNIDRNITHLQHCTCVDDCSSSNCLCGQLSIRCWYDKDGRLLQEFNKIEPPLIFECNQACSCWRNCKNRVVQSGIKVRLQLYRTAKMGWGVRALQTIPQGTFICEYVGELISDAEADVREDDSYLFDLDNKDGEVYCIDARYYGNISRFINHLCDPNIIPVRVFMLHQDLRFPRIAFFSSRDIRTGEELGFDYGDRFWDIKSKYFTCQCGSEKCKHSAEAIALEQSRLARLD
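Methyltransferase reactions run at room temperature for 2 h (20 nM enzyme, 500 nM biotin-H3K9 peptide, 20 uM SAM) after a 15 min compound preincubation; product detected by AlphaScreen beads and anti-H3K9me1 antibody.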
JMJD2A Tudor – JMJD2A Tudor domain (human) inhibition | AID 504339 | O75164 | Potency, µM (series often up to 114 µM), for the others: at the highest dose activity change, negative = inhibition, actives largely listed as inhibitors | AlphaScreen JMJD2A-Tudor / H3K4me3 peptide binding | hit rate 4.4% among 390,000; note: potency is the fitted concentration of half-maximal effect; % is set by controls: 0 for no effect and ±100 for the full control effect; nearly all actives have a fitted effect of over 50% in size
PI4K2A block – inhibitors of human PI4K2A; hit rate 0.13% among 420,000; purified PI4K2A, ADP-Glo luminescence, 1 h; active compounds read low; activity change, negative = inhibition, % at 76.9 µM; Q9BTU6; AID 1346378; in the data active = activity change below about -50%; inconclusive = mostly about -30% to -49%;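 note: -100% = wells without enzyme as full effect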
Target sequence (Q9BTU6 whole entry, looked up): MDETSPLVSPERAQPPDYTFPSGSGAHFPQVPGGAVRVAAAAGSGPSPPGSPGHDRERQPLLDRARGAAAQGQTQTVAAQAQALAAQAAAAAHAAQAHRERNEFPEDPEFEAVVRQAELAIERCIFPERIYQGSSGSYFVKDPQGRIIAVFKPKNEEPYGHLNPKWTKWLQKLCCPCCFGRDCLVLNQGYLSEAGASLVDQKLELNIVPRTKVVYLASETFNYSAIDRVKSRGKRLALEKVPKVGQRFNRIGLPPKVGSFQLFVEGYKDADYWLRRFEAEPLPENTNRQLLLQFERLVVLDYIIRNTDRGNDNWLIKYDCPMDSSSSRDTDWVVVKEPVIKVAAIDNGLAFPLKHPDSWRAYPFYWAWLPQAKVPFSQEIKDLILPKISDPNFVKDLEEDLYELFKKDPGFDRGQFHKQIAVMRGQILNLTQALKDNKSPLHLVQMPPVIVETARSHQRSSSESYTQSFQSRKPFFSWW
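In this quantitative HTS, ADP production by PI4K2A was quantified luminescently after 1 h at ambient temperature; 100 microM adenosine served as plate-quality control.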
Pin1 inh – human Pin1 inhibition | Potency, µM (doses to about 115 µM), for the others: top-dose activity, negative = inhibition, most hits filed as inhibitors | hit rate 0.009% among 390,000 | Pin1 FP peptide displacement, HiFluor488, 10 min; active = well fitted inhibition curve with a large enough effect in the polarisation, with a control signal flat, not every such curve was filed as active; inconclusive = small, poorly fitted or top-dose-only effect, or effect the other way, or a change in a side signal; inactive = no such curve, though single readings can be large or run the other way; the % refers to the polarisation; note: potency is the fitted concentration of half-maximal effect; % is set by controls: 0 for no effect and ±100 for the full control effect
Target sequence (Q13526 whole entry, looked up): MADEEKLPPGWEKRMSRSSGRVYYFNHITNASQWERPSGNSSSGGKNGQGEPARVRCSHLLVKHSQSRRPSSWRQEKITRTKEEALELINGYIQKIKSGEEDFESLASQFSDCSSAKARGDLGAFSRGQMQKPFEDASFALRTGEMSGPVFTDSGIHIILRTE
An asterisk follows results filed as active; i = inactive; ? = inconclusive; nt = not tested or not shown; [ ] = dose if it differs, or a comment. Unless noted, calls come from the whole dose curve; as a rule, active = well fitted curve in the direction sought with a large enough effect; inconclusive = small, poorly fitted or top-dose-only effect, or another doubt; inactive = no such curve, though single readings can be large; an effect the other way counts as inactive or inconclusive. The list is partial. The share of hits here may be higher or lower than overall.

SMILES	POLH inh	HP1b chromo inh	PGK inhibitor	GLS inh	BAZ2B block	G9a block	JMJD2A Tudor	PI4K2A block	Pin1 inh
CCOC(=O)N1CCC(NC(=O)CCC(=O)N2CCOc3ccccc32)CC1	-6%	45%[activator]	-1%	-8%	-3%	20%	-2%	5	-12%
Cc1nc(Nc2ccc(C(=O)O)cc2)nc(Nc2ccc(C(=O)O)cc2)c1[N+](=O)[O-]	35µM*	45%[activator]	-6%	5%	-39%	45µM*	-27%	-10	-24%
CCOC(=O)C1CCN(CC(O)COCc2ccc3c(c2)OCO3)CC1 (stereo not given)	-16%	41%[activator]	-5%	-6%	3%	1%	0%	3	3%
O=C(NC(Nc1ccccn1)C(Cl)(Cl)Cl)c1ccccc1 (stereo not given)	-20%	27%	2%	2%	-11%	-59%[59 µM]	2%	-5	0%
Oc1c(N=NC(=S)Nc2ccccc2F)c2ccccc2n1Cc1ccccc1F	-13%	?	i	0%	-32%	11µM*	?	5	-2%
CCOC(=O)c1ccc(NC(=O)CSc2nc(-c3ccc(OC)cc3)cc(C(F)(F)F)c2C#N)cc1	-14%	52%[activator]	-8%	-1%	14%	13%[59 µM]	9%	-1	?
CCS(=O)(=O)N1CCCC(C(=O)N2CCc3ccccc3C2)C1 (stereo not given)	-17%	46%	i	-5%	-3%	25%[0.501 µM]	-4%	0	-6%
CCN(CC)C(=O)CSc1nc2ccsc2c(=O)n1Cc1ccccc1Cl	-1%	-21%	-3%	-27%	-24%	-7%[59 µM]	-10%	5	-1%
O=c1[nH]nc(SCc2cc(Cl)ccc2Cl)c(=O)[nH]1	1%	0%	i	-15%	-2%	-2%	-20%	0	-8%
O=C(CCCC(=O)OCC(=O)c1ccc(Cl)cc1)NC1CCCCC1	-12%	26%	i	1%	-6%	-37%	1%	-2	-1%
CCn1cc(S(=O)(=O)CC(=O)Nc2cc(C)on2)c2ccccc21	13%	32%	-7%	-15%	4%	2%[2.33 µM]	-15%	-2	-9%
CCN(CC(=O)Nc1c(Cl)cccc1Cl)C(=O)C1CCN(c2ncnc3sc(C)c(C)c23)CC1	-19%	14%	6%	3%	0%	-31%	-18%	-6	-8%
COc1ccc(Cl)cc1C(=O)NC1=NCCS1	-3%	7%	-3%	9%	2%	nt	-17%	2	-5%
COc1ccc(CC(=O)OCC(=O)Nc2ccc(Cl)cc2C)cc1	-12%	43%[activator]	2%	3%	nt	nt	-5%	7	2%
CCC(=O)NC(=S)Nc1cccc(NC(=O)c2ccccc2Cl)c1	-18%	-1%	1%	-11%	-1%	18µM*	-6%[11.4 µM]	2	-3%
O=C(OCC(=O)N1c2ccccc2Sc2ccccc21)c1ccc[n+]([O-])c1	-4%	28%	-5%	11%	nt	-8%	-16%	0	-6%
CC(=O)Nc1ccc(C(=S)NCc2ccco2)cc1	-12%	10%	-9%	11%	?	-29%[59 µM]	-28%	-1	0%
CC(C)NC(=O)NC(=O)COC(=O)C1(C)CC1(Cl)Cl (stereo not given)	-15%	37%	-4%	-6%	-9%	2%	5%	-8	0%
CNC(=S)N1CCC(NC(=O)C(Cc2ccc(OC)cc2)NC(C)=O)CC1 (stereo not given)	1%	27%	0%	-7%	12%	nt	-6%	0	6%
CC(=O)N1CCN(c2ccc(NC(=O)c3cc(Cl)ccc3Cl)cc2)CC1	-3%	25%	10%	15%	-5%	-10%	3%	2	-1%
Cc1cc(C)cc(NC(=O)Cc2noc3ccccc23)c1	-16%	21%	i	-9%	-12%	-2%[59 µM]	-18%	-2	0%
CCOc1ccccc1C(=O)NCc1ccco1	?	6%	-4%	?	-37%	45µM*	?	-6	-10%
Cc1nccn1CCC(=O)NC1CCCc2c1cnn2-c1ccc(C(C)(C)C)cc1 (stereo not given)	-7%	nt	-13%	-3%	nt	nt	nt	-3	nt
COC(=O)CCCC1=CC2=C(c3ccccc3)C(=O)C(C)(OC(=O)C3CCCC3)C(=O)C2=CN1Cc1ccc2c(c1)OCO2 (stereo not given)	-8%	-3%	-3%	-3%	?	15%[12.7 µM]	?	-2	-8%
Cc1nnc(NC(=O)CN2CCN(Cc3ccccc3Cl)CC2)s1	0%	30%	i	2%	-17%	-11%	-11%	-5	-8%
O=C(/C=C/c1cccs1)NCc1ccccc1	-20%	42%[activator]	5%	6%	0%	-4%	2%	11	-1%
CN([C@@H](C(=O)OC(C)(C)C)c1ccccc1)S(=O)(=O)c1cccc(S(=O)(=O)N(C)[C@@H](C(=O)OC(C)(C)C)c2ccccc2)c1	-16%	57%[activator]	3%	14%	-28%	?	-14%	0	2%
Cc1cc(O)c2c(c1)CC1C3CCC4CC(=O)CCC4(C)C3CC(=O)C21C (stereo not given)	-7%	23%	-4%	8%	nt	nt	-7%	14	1%
CC(=O)c1cccc(NC(=O)CCNS(=O)(=O)c2cccc3nonc23)c1	4%	3%	-10%	3%	nt	2%	-14%	-3	0%
Cc1ccc(Cl)cc1-n1ncc2c(NNC(=O)c3ccco3)ncnc21	-10%	52%[activator]	i	-15%	-11%	2%	9%	5	1%
Cc1noc(C)c1-c1nnc(-c2ccc(OC(F)(F)F)cc2)o1	-14%	-10%	i	11%	3%	nt	-4%	-5	5%
COc1cccc(OCCOc2ccc(/C=C3/SC(=S)NC3=O)cc2)c1	28µM*	?	-20%	-11%	45µM*	7.9µM*	56µM*	-8	49%[activator]
CNc1ccc(S(=O)(=O)NCC(=O)OC(C)C(=O)N(C)Cc2ccccc2)cc1[N+](=O)[O-] (stereo not given)	-11%	10%	-10%	0%	-5%	1%[12.7 µM]	-25%	-5	-12%
COCCn1c(C)cc(C(=O)CSc2nc3nc(C)cc(C)n3n2)c1C	-9%	1%	4%	6%	-10%	?	-24%	1	-6%
CCCN(CCC)C(=O)Cn1c(=O)n(-c2ccccc2)c(=O)c2c3c(sc21)CCCC3	-16%	30%	-9%	-4%	-3%	-4%[59 µM]	-4%	1	2%
CCOC(=O)c1ccc(-c2ccc(/C=C(\C#N)C(=O)Nc3ccc(C)cc3)o2)cc1	-7%	19%	i	4%	-13%	-4%[59 µM]	-26%	1	?
CC1CCCN(S(=O)(=O)c2ccc(-c3ccc(=O)[nH]n3)o2)C1 (stereo not given)	-7%	49%[activator]	i	0%	?	nt	-7%	-3	-1%
COc1cccc(C(=O)NC(=S)Nc2ccc(N3CCCC3)cc2)c1	-10%	?	-1%	37%[activator]	13µM*	8.9µM*	40µM*	0	5%
Nc1nc(Cn2nnc(-c3ccccc3F)n2)nc(N2CCOCC2)n1	-6%	10%	-3%	-12%	9%	-43%[12.7 µM]	-9%	8	3%
Cc1cc(Nc2ccc3c(c2)OCCO3)c2cc(Cl)ccc2n1	-12%	?	-4%	15%	-39%	?	-35%	0	0%
CC(C)CN(CCNC(=O)c1cc(=O)[nH]c2ccc(S(=O)(=O)N3CCCCCC3)cc12)CC(C)C	-11%	21%	2%	4%	2%	7%[59 µM]	-8%	7	-2%
CC1=NN(c2ccc(C)c(C)c2)C(=O)/C1=C/c1ccc2c(c1)n(C)c(=O)n2C	-11%	2%	-3%	-3%	?	7.1µM*	-19%	-14	nt
O=C(CSc1nnc(-c2ccc(F)cc2)o1)N1CCCc2ccccc21	-21%	5%	-10%	-9%	-8%	10µM*	-5%	2	2%
CCN(CC)CCN(Cc1cc2ccc(C)cc2[nH]c1=O)C(=O)NC1CCCCC1	-3%	4%	-3%	-10%	-1%	1%	-13%	1	-8%
O=C(NCCc1ccc(Cl)cc1)c1ccc2c(c1)nc1n2CCOC1	7%	25%[57 µM]	-3%	9%	0%	?	8%	2	3%
CCCCn1c(SCC(=O)NC2CC2)nc2cc(C(=O)OC)ccc2c1=O	-11%	nt	3%	-4%	nt	nt	nt	-2	nt
COc1ccc(Cl)cc1NC(=O)CN(C)C(=O)c1cc2c(s1)CCC(C)C2 (stereo not given)	-25%	25%	6%	-5%	-7%	-30%	-7%	0	17%
O=C(Nc1ccc(Cl)c(Cl)c1)Nc1nnc(-c2ccncc2)s1	?	40%[activator]	-12%	-7%	?	8%[59 µM]	-17%	-13	nt
O=C(O)c1ccc(N/N=C/C=C/c2ccccc2)cc1	-15%	7%	-10%	22%	?	71µM*	-31%	-4	1%
COc1cccc(CCC(=O)N(C)C2CCCN(Cc3ccccc3F)C2)c1 (stereo not given)	2%	10%	4%	5%	-4%	16%	-14%	3	3%
COC(=O)c1ccc(NC(=O)c2nc(-c3ccc(Cl)cc3)n3c2CCCCC3)cc1	nt	-1%	nt	-6%	?	?	-35%	6	17%
CCOC(CCn1c(SCC(=O)Nc2cc(C)on2)nc2ccccc2c1=O)OCC	-7%	16%	7%	-1%	-4%	-12%	-5%	-1	7%
CCCCOC(=O)c1cc(=O)[nH]c(=O)[nH]1	-16%	25%	9%	1%	-28%	-3%	-7%	2	-4%

Arranged by count of non-hydrogen atoms (highest first): some entries from above.
SMILES	POLH inh	HP1b chromo inh	PGK inhibitor	GLS inh	BAZ2B block	G9a block	JMJD2A Tudor	PI4K2A block	Pin1 inh
CC(C)CN(CCNC(=O)c1cc(=O)[nH]c2ccc(S(=O)(=O)N3CCCCCC3)cc12)CC(C)C	-11%	21%	2%	4%	2%	7%[59 µM]	-8%	7	-2%
Oc1c(N=NC(=S)Nc2ccccc2F)c2ccccc2n1Cc1ccccc1F	-13%	?	i	0%	-32%	11µM*	?	5	-2%
COc1ccc(Cl)cc1NC(=O)CN(C)C(=O)c1cc2c(s1)CCC(C)C2 (stereo not given)	-25%	25%	6%	-5%	-7%	-30%	-7%	0	17%
COc1ccc(CC(=O)OCC(=O)Nc2ccc(Cl)cc2C)cc1	-12%	43%[activator]	2%	3%	nt	nt	-5%	7	2%
CCCCOC(=O)c1cc(=O)[nH]c(=O)[nH]1	-16%	25%	9%	1%	-28%	-3%	-7%	2	-4%
